High-throughput results from PubChem BioAssay.
Tau filament bind = binders of human tau filaments; P10636; recombinant tau filaments, thioflavin S fluorescence, 15 h; filaments grown with octadecylsulfate alongside compound; Potency, µM (top dose mostly 57.1 µM), without a hit: top-dose activity change, negative = inhibition; 71,000 tested, 2% active;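 note: potency is the fitted concentration of half-maximal effect; % is set by controls: 0 for no effect and ±100 for the full control effect; actives lower thioflavin S fluorescence by blocking filaments or displacing dye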
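Thioflavine S fluorescence (ex 450, em 510 nm) reports filaments formed from 1 uM human tau plus 30 uM ODS over 15 h at 37 C (10 mM HEPES pH 7.4, 100 mM NaCl, 5 mM DTT); compounds displacing dye or blocking filaments lower signal.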
BRCT inh red = inhibitors of human BRCA1 BRCT-phosphoprotein interaction (red fluorophore); BRCT-phosphopeptide binding, red fluorescence polarization; P38398; Potency, µM (highest dose often 76.9 µM), for inactives: at the highest dose activity change, negative = inhibition, hits mostly inhibitors; 75,000 tested, 0.03% active; AID 892; note: % is set by controls: 0 for no effect and ±100 for the full control effect
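Rhodamine-labelled pBACH1 10-mer (100 nM) bound to BRCT domain (100 nM) at pH 7.3; compounds incubated 12 min room temperature, polarization read. Free peptide defines full inhibition; unlabelled decapeptide titrated as control.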
BRCT inh green = BRCA1 BRCT-phosphoprotein interaction inhibition; 75,000 tested, 0.05% active; BRCA1 BRCT-phosphopeptide binding, green fluorescence polarization; AID 875; Potency, µM (doses to about 76.9 µM), for the others: at the top dose activity change, negative = inhibition, hits mostly inhibitors; P38398;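 note: potency is the fitted concentration of half-maximal effect; plate controls were peptide without protein for full effect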
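Fluorescence polarization: His-tagged BRCT (~35 kDa BRCA1 C-terminus, 250 nM) bound to 100 nM fluorescein-labeled phosphorylated 10-aa BACH1 peptide, pH 7.3 phosphate buffer with DTT and Tween 20. Compounds incubated 12 min at room temperature; inhibition read as lowered polarization.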
Luciferase inh = blocks Photinus pyralis firefly luciferase activity. purified firefly luciferase, luminescence, 8 min. 72,000 tested, 2.2% active. Potency, µM (titrated, usually from 57.1 µM), inactives show top-dose activity change, negative = inhibition, usual class: inhibitors. AID 411; note: potency is the fitted concentration of half-maximal effect; % is set by controls: 0 for no effect and ±100 for the full control effect; nearly all actives have a fitted effect of over 40% in size
Target sequence (P08659 whole entry, looked up): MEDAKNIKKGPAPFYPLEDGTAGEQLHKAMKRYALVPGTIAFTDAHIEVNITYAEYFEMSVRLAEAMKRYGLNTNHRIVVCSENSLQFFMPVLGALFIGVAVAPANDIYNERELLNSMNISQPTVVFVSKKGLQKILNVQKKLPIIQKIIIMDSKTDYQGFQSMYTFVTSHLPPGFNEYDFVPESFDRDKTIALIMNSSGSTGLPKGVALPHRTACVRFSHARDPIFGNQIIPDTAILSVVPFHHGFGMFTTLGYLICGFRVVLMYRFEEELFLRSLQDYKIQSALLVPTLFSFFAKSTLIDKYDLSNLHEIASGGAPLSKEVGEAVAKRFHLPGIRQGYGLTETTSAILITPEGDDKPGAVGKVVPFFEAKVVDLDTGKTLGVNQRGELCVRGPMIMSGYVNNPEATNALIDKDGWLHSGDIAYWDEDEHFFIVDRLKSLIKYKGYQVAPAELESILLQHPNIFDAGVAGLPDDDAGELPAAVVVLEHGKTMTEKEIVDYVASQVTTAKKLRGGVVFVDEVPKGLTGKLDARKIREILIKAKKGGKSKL
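Compounds were tested as concentration series (qHTS) against purified P. pyralis luciferase with luciferin and 10 uM ATP in 50 mM imidazole pH 7.2, 50 mM KCl, 7 mM MgCl2, 0.01% Tween 20, 0.05% BSA. Luminescence was read after 8 min at ambient temperature.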
Caspase-7 inhib = allosteric or competitive inhibitors of human caspase-7; P55210; recombinant caspase-7, Ac-DEVD-AFC fluorescence rate; Potency, µM (titrated, usually from 57.5 µM), for the others: at the top dose activity change, negative = inhibition, actives largely listed as inhibitors; 75,000 tested, 0.02% active; active = well fitted inhibition curve with a large enough effect in the main read-out, with a control signal flat, not every such curve was filed as active; inconclusive = small, poorly fitted or top-dose-only effect, or a change in a side signal; note: potency is the fitted concentration of half-maximal effect; % of control where 0% means no effect
Target sequence (P55210 24-198 limits assumed): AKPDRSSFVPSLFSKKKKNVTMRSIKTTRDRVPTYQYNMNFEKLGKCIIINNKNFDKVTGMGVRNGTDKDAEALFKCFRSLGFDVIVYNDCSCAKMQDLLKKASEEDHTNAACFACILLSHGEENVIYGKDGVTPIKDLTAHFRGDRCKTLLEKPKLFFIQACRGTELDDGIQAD
Target sequence (P55210 207-303 limits assumed): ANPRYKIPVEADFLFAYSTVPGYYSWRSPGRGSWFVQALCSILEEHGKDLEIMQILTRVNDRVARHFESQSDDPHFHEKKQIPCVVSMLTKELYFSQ
A350 fluor = compounds fluorescent in Alexa 350 spectral region; Compound autofluorescence, 340/450 nm, Alexa 350 dye-equivalents; hits give high values; max dye-equivalent concentration, M; 59,000 tested, 11% active; AID 590; in the data active = max dye-equivalent concentration above about 10 nM; inconclusive = mostly about 1.1 nM to 9.6 nM
Casp1 inh = allosteric or competitive inhibitors of human caspase-1. Caspase-1 enzyme, Ac-WEHD-AFC fluorogenic rate. Potency, µM (titrated, usually from 57.5 µM), for inactives: at the highest dose activity change, negative = inhibition, usual class: inhibitors. 75,000 tested, 0.03% active. AID 900;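 note: potency is the fitted concentration of half-maximal effect; plate controls were vehicle for no effect and no substrate for full effect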
HEK293 cAMP cs = raises cAMP in parental HEK293 cells, TSHR agonist counter-screen; parental HEK293 CNG cAMP sensor, membrane potential fluorescence; Potency, µM (top dose mostly 57.1 µM), for the others: at the top dose activation, actives largely listed as activators; 73,000 tested, 2.5% active; AID 938; note: potency is the fitted concentration of half-maximal effect; % of control where 0% means no effect; nearly all actives have a fitted effect of over 55% in size
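Parental HEK 293 cells stably expressing a modified CNG channel (no TSHR) report cAMP rise as membrane depolarization. Membrane potential dye with 100 uM RO 20-1724 was loaded for 60 min at room temperature, then compound added for 30 min; fluorescence read at 590 nm.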
ERK AVP inh = inhibitors of vasopressin-stimulated ERK signaling pathway; HEK293-V1b, vasopressin-stimulated pERK AlphaScreen; Potency, µM (doses to about 57.5 µM), inactives show top-dose activity, negative = inhibition, most hits filed as inhibitors; 72,000 tested, 0.99% active; note: potency is the fitted concentration of half-maximal effect; % is set by controls: 0 for no effect and ±100 for the full control effect; nearly all actives have a fitted effect of over 55% in size
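HEK293 cells stably expressing V1b receptor, preincubated 30 min at 37 °C with compound, then stimulated 5 min with 25 nM vasopressin. Phospho-ERK by AlphaScreen SureFire after 5 h RT; normalized to DMSO and vasopressin; AC50 by Hill fit.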
CRE-bla Fsk = modulators of forskolin-stimulated CRE signaling in CHO cells; CHO CRE-bla reporter (cAMP response element driving beta-lactamase), forskolin EC10, beta-lactamase ratio; Potency, µM (titrated, usually from 38.2 µM), without a hit: top-dose activity change, negative = inhibition, most hits filed as activators; 71,000 tested, 2.5% active; active = well fitted activation curve with a large enough effect in the signal ratio, with a control signal flat, not every such curve was filed as active; inconclusive = small, poorly fitted or top-dose-only effect, or effect the other way, or a change in a side signal; the % refers to the signal ratio; note: potency is the fitted concentration of half-maximal effect; % of control where 0% means no effect
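Reporter-gene assay: CHO cells with beta-lactamase behind cAMP responsive elements, co-treated with compound and EC10 NKH 477 for 3 hours at 37 degrees Celsius. Activity came from the 460/530 nm CCF4 emission ratio.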
USP2a inh = USP2a (human) protease inhibition; O75604; USP2a enzymatic assay, qHTS inhibition; Potency, µM (series often up to 38.3 µM), without a hit: at the top dose activity change, negative = inhibition, usual class: inhibitors; 60,000 tested, 0.1% active; AID 927;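 note: potency is the fitted concentration of half-maximal effect; nearly all actives have a fitted effect of over 60% in size; plate controls were DMSO for no effect and NEM full inhibition control for full effect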
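Inhibition is measured in a cell-free coupled assay with 20 nM USP2 core, 20 nM Ub-PLA2 and 20 uM NBD C6-HPC, 2.5 h incubation. Activity normalized to NEM control.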
Active calls of the source: *; i = inactive; ? = inconclusive; nt = no result given; [ ] = remark or other dose. Unless noted, calls come from the whole dose curve; as a rule, active = well fitted curve in the direction sought with a large enough effect; inconclusive = small, poorly fitted or top-dose-only effect, or another doubt; inactive = no such curve, though single readings can be large; an effect the other way counts as inactive or inconclusive.

Each structure is followed by: Tau filament bind	BRCT inh red	BRCT inh green	Luciferase inh	Caspase-7 inhib	A350 fluor	Casp1 inh	HEK293 cAMP cs	ERK AVP inh	CRE-bla Fsk	USP2a inh
COC(=O)c1ccccc1NC(=O)NCC1CCCO1 (stereo unspecified)
→ -12.8%	1.3%	-3.2%	-0.7%	-0.1%	i	1.5%	4.7%	-10.6%	-2.4%	6.7%
O=C(c1ccccc1)N1CCCCC(S(=O)(=O)c2ccccc2)C1=O (stereo unspecified)
→ 7.8%	3.8%	-2.9%	0.5%	0.0%	i	-0.3%	13.8%	22.7%	-4.8%	5.4%
O=C(NCc1ccccc1)N[C@@H](Cc1c[nH]c2ccccc12)C(=O)O
→ -28.9%	0.0%	-3.1%	1.7%	-0.2%	i	-2.9%	11.6%	-11.3%	-12.1%	2.8%
O=C1C2C3C=CC(C3)C2C(=O)N1c1ccc2c(c1)OCO2 (stereo unspecified)
→ nt	-3.6%	-1.2%	nt	-1.1%	nt	2.1%	-0.5%	nt	nt	nt
C[C@@H](C(=O)Nc1ccc2ccccc2c1)[C@H]1C[C@]1(C)[C@H](NS(=O)(=O)c1ccc(-c2ccccc2)cc1)c1ccccc1
→ 104.9%	-0.2%	-2.2%	nt	-1.1%	nt	1.1%	28.6%	-9.2%	3.6%	nt
CCOCCn1c(CN(Cc2ccccc2)Cc2ccccc2)nc2c1c(=O)[nH]c(=O)n2C
→ 11.2%	-0.2%	0.8%	5.2%	-2.1%	i	-0.1%	20.6%	-3.9%	-22.5%	-5.6%
CO/N=C\[C@@H](NS(=O)(=O)c1ccc(C)cc1)[C@H](C)/C=C\CC(=O)OC
→ nt	1.4%[15.4 µM]	-2.1%[15.4 µM]	-0.2%[11.4 µM]	0.8%[11.5 µM]	nt	-1.9%[11.5 µM]	4.8%[11.4 µM]	4.6%[11.5 µM]	nt	nt
Cc1nc2ccccc2n1CC(O)Cn1c(C(F)(F)F)nc2ccccc21 (stereo unspecified)
→ -3.0%	-2.7%	-0.3%	0.5%	2.7%	i	-1.6%	?	-6.9%	-2.5%	6.9%
CC(=O)N1CCc2cc(S(=O)(=O)N3CCc4ccccc4C3)ccc21
→ 11.0%	-1.1%	-2.0%	-0.7%	0.1%	i	0.5%	18.9%	39.7%[activator]	-5.0%	7.9%
CCCS(=O)(=O)N1CCC(C(=O)N2CCN(Cc3ccccc3)CC2)CC1
→ 5.3%	-0.1%	-1.7%	1.0%	2.0%	i	2.7%	1.1%	8.8%	-2.9%	2.3%
Clc1ccccc1OCc1nn2c(-c3ccncc3)nnc2s1
→ 208.9%	-2.8%	-0.7%	2.3%	-1.0%	i	2.0%	16.6%	-23.3%	?	6.5%
CCN1CCN(CCCNC(=O)c2ccc3c(c2)NC(=O)c2ccccc2S3)CC1
→ 1.0%	2.0%	2.6%	0.2%	-4.4%	nt	-4.1%	0.3%	-4.6%	-4.6%	nt
CSCCC(C(=O)Nc1ccc2c(c1)OCO2)N1C(=O)c2ccccc2C1=O (stereo unspecified)
→ -10.0%	0.7%	-1.8%	2.0%	1.5%	i	1.4%	3.5%	17.0%	?	23.7%
Cc1cc(NC(=O)c2cc(CC(C)C)on2)no1
→ -6.2%	0.2%	-1.8%	-29.7%	-1.3%	nt	1.1%	0.4%	-5.9%	2.7%	nt
O=C(O)CNS(=O)(=O)c1cc(Cl)c(Cl)cc1Cl
→ 420.2%	0.2%	0.6%	-2.1%	0.1%	i	2.1%	5.5%	-7.0%	-7.2%	-4.2%
C/C(N)=C(/C#N)C(=O)COC(=O)C1Cc2ccccc2CN1S(C)(=O)=O (stereo unspecified)
→ -1.1%	-0.2%	-1.8%	0.0%	-8.9%	i	1.0%	-6.0%	-7.2%	-18.8%	32.2%[activator]
CC(C)N=C(NC#N)SCC(=O)NC(C)(C)C
→ -2.0%	0.5%	0.4%	1.3%	0.6%	?	0.5%	5.1%	-0.1%	-2.2%	10.3%
O=C1C=C(NCCN2CCOCC2)CC(c2ccccc2)C1 (stereo unspecified)
→ -0.6%	-0.3%	-1.2%	-1.7%	2.0%	i	-0.2%	2.5%	3.0%	-0.8%	-0.7%
COc1cccc(C(=O)N2CCN(Cc3ccccc3C(F)(F)F)CC2)c1
→ -6.7%	-1.4%	1.9%	-0.7%	-3.5%	i	-1.4%	6.4%	-6.4%	9.2%	-0.8%
COc1ccc(COC(=O)N/N=C2/C[C@@H](O)[C@@H](O)[C@@H]3[C@@H]4C(=O)N(C(C)(C)C)C(=O)[C@H]4CC[C@H]23)cc1
→ nt	-0.6%[15.4 µM]	-2.3%[15.4 µM]	-0.1%[11.4 µM]	-0.3%[11.5 µM]	nt	-1.6%[11.5 µM]	2.1%[11.4 µM]	9.5%[11.5 µM]	nt	nt
Cc1cccc(C)c1NC(=O)CSc1nnc(-c2ccncc2)n1Cc1ccco1
→ 7.2%	1.2%	-1.0%	2.0%	-0.7%	i	1.8%	12.6%	-15.5%	-4.5%	1.0%
O=C(c1cc2c(s1)CCCC2)n1cccn1
→ -0.1%	-1.2%	-0.7%	-28.3%	-3.1%	i	1.0%	10.7%	23.4%	-7.2%	-11.1%
CC1C(=O)CCC1(C(=O)O)c1ccccc1 (stereo unspecified)
→ 4.5%	0.8%	0.9%	2.7%	1.8%	i	2.8%	2.1%	-2.1%	1.1%	-2.4%
CCOC(=O)c1c(C)[nH]c(C(=O)CN2C(=O)NC(C)(c3ccc(C)cc3)C2=O)c1C (stereo unspecified)
→ 14.5%	-0.2%	1.0%	1.8%	-4.0%	i	-1.7%	-6.6%	19.1%	17.1%	33.8%[activator]
CCCCSc1nnc(CCC)n1N
→ 4.1%	-0.5%	1.8%	0.5%	-0.3%	i	1.0%	1.9%	-14.8%	-3.1%	-6.6%
CCOC(=O)C1=C(CNCc2ccc(C)cc2)NC(=O)NC1c1ccc(OC)cc1 (stereo unspecified)
→ -17.8%	0.0%	-1.7%	2.1%	-0.8%	i	-6.3%	21.6%	-17.4%	?	21.5%
Cc1cc(C)c(S(=O)(=O)NCCCN2CCOCC2)cc1Br
→ nt	-1.1%	-2.1%	nt	1.6%	nt	-1.8%	8.3%	nt	nt	nt
O=C(CSc1nnc(Nc2ccccc2F)s1)NCc1ccco1
→ 4.8%	-0.7%	-1.5%	0.3%	-18.4%	i	0.8%	7.9%	?	-4.1%	5.5%
CCc1ccc(CCC(=O)Nc2sc3c(c2C#N)CCCC3)o1
→ -6.1%	-1.8%	9.4%	-1.8%	-16.8%	i	-8.6%	7.7%	-28.8%	?	27.2%
Cc1cc(C(=O)N2CC(C)CC(C)C2)n(-c2ccccc2)n1 (stereo unspecified)
→ -8.9%	-0.3%	-1.3%	0.3%	0.1%	nt	-2.0%	?	-13.5%	-3.6%	nt
COc1cc(C(=O)Nc2cccc(-c3nc4cc(C)ccc4o3)c2C)cc(OC)c1OC
→ 231.1%	-0.3%	-0.6%	-27.6%	-0.8%	nt	-3.2%	3.2%	-5.6%	12.7%	20.2%
CCOCCCNS(=O)(=O)c1ccc2c(c1)CCN2C(C)=O
→ 3.4%	0.5%	-3.0%	0.1%	0.5%	i	-1.3%	11.4%	8.2%	16.7%	4.4%
Cc1ccccc1CSCC(=O)NC(=O)NCc1ccco1
→ -6.2%	-1.6%	-1.4%	4.8%	-14.8%	i	-1.5%	17.6%	-22.8%	-5.5%	13.8%
Cc1cc(NC(=O)CSc2nccn2-c2ccc(F)cc2)no1
→ 1.3%	-1.2%	-0.8%	-1.1%	1.9%	i	-0.9%	0.3%	13.7%	-5.8%	-0.5%
COc1ccc(-n2nnnc2SCC(=O)NCc2ccco2)cc1OC
→ -1.4%	-1.6%	-0.7%	2.2%	-5.0%	i	1.9%	1.0%	-27.2%	?	0.9%
COc1cccc(CNC(=O)CCn2c(=O)oc3ccccc32)c1
→ -4.6%	0.2%	-1.5%	1.8%	-0.5%	i	1.5%	0.1%	1.7%	3.2%	1.3%
O=C(NC1CCCCC1)N1CCCc2ccccc21
→ -12.1%[11.4 µM]	0.8%	-0.4%	-1.0%	1.1%	nt	-0.5%	?	-13.7%	-14.8%[7.6 µM]	8.1%[7.66 µM]
CC(C)COc1ccc(-c2nnc(-c3ccncc3)o2)cc1
→ -12.8%	-0.8%	-0.5%	2.7%	0.4%[0.00368 µM]	i	0.0%	?	-3.8%	19.9%	2.6%
O=C(Nc1ncc(C(F)(F)F)cc1Cl)C1COc2ccccc2O1 (stereo unspecified)
→ -2.9%	-1.0%	-1.4%	-0.6%	1.5%	i	1.3%	10.1%	-1.1%	-12.5%	2.5%
O=C(c1ccccc1)c1ccc(C(=O)N2CCN(c3ccc(F)cc3)CC2)o1
→ -19.2%	0.0%	-3.0%	-0.7%	-3.2%	nt	-2.3%	?	?	5.6%	-6.3%
